High-throughput results as filed in PubChem BioAssay.
KCNK3 block = human KCNK3 channel inhibition, primary screen; AID 602410; B-score at 10 µM; CHO-KCNK3 thallium flux, FluxOR fluorescence; stronger effect = lower value; 340,000 tested, 0.84% active; O14649;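 active means B-score under library mean minus 4 SD, starting fluorescence ratio at most library mean plus 5 SD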;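 further: more negative B-score means stronger inhibition of thallium flux through KCNK3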
PolyA inhibitor = yeast polyadenylation inhibition | AID 1875 | 300,000 tested, 0.02% active | S. cerevisiae SKY197-pL101 polyadenylation reporter, beta-gal luminescence; efflux-impaired pdr1/pdr3 knockout yeast; score 100 = 6 SD above DMSO | calls only at 12 µM;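 active means lowest replicate activity score at least 50, where 100 means six control SD above control mean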;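 further: yeast exposed to compound for 9 h at 30 °C; higher score means more reporter readthrough which indicates perturbed polyadenylation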
KCNQ1 act = human KCNQ1 channel potentiation or activation. P51787. CHO-K1 KCNQ1, thallium flux FluxOR fluorescence; stronger effect = higher value. B-score at 10 µM. 310,000 tested, 0.35% active. AID 2648;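 active means fluorescence ratio B-score, a plate-corrected score, at least three library SD, with initial intensity B-score within 5 SD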
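Assay system: stable KCNQ1 CHO-K1 line; medium: assay buffer, equal DMSO in all wells; timing: 90 min dye loading and 20 min compound exposure, both at room temperature; technique: kinetic FluxOR thallium fluorescence, 10-s 1-Hz baseline, 110-s post-stimulus read; read-out basis: B score of baseline-normalized fluorescence ratio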
hERG protect = hERG (human) protection from proarrhythmic block. CHO-hERG, FluxOR thallium flux, dofetilide IC70 present. activation (rescue from dofetilide block), less the hit threshold, % at 10 µM. 310,000 tested, 0.51% active. AID 1511;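 active means activation above the mean of controls blocked by dofetilide plus 5 SD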;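 further: thallium influx through hERG after potassium depolarization seen as dye fluorescence rise; in these data hits start at about 4.7%; inactives centre near -7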
Target sequence (Q12809 whole entry, looked up): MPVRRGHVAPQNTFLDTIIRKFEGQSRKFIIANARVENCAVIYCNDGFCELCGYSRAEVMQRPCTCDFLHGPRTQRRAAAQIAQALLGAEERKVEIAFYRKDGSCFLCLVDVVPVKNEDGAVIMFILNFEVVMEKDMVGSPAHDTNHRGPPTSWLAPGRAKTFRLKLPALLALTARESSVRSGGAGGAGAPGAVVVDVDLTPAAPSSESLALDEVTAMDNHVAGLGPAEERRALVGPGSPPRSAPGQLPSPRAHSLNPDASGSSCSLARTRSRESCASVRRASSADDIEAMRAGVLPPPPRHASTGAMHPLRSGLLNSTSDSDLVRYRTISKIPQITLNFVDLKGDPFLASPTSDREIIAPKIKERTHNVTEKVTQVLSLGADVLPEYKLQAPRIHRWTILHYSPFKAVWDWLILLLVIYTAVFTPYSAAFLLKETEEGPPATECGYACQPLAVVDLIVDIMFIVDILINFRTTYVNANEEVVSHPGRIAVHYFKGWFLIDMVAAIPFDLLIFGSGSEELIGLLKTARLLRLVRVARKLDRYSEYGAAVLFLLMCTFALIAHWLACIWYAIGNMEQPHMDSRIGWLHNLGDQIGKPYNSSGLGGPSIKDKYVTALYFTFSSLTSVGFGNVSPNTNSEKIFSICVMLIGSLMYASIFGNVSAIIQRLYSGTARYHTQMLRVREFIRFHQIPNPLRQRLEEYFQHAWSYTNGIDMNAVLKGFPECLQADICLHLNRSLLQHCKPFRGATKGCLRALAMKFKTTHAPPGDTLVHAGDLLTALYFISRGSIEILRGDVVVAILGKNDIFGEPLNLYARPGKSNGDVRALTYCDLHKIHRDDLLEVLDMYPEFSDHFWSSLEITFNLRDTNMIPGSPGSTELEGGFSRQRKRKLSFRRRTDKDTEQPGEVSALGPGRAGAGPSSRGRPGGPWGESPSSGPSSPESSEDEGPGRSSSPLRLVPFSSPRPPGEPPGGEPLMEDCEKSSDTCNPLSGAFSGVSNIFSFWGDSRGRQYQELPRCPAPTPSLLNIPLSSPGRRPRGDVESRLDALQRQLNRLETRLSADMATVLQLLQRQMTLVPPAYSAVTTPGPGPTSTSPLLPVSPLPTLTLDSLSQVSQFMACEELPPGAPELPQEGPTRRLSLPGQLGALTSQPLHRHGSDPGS
KCNQ1 block = blocks the human KCNQ1 potassium channel; P51787; CHO-K1 KCNQ1, FluxOR thallium flux fluorescence; stronger effect = higher value; B-score at 10 µM; 310,000 tested, 1.3% active; AID 2642;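 active means compounds whose thallium flux B-score, printed positive for inhibition, exceeds three library SD while starting fluorescence stays within three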;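 further: channel opened by potassium depolarization with thallium stimulus after 20 min compound exposure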
KCNK9 inh = inhibitors of human KCNK9 two-pore domain potassium channel; 310,000 tested, 1.2% active; AID 488922; HEK293 KCNK9, FluxOR thallium flux fluorescence; stronger effect = lower value; B-score at 10 µM; Q9NPC2;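 active means ratio B-score over 3 SD below the library mean, with starting fluorescence within 5 SD of its mean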;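 further: negative B-score means less thallium flux so channel inhibition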
GSK3A inh = inhibitors of human GSK-3 alpha kinase. P49840. 320,000 tested, 0.1% active. ADP-Glo luminescence, 60 min. inhibition, % at 10 µM;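 in the data active means inhibition above about 50%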;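 further: GST-tagged GSK-3 alpha with peptide substrate and 25 µM ATP; 0% = DMSO neutral wells and 100% = GW8510 positive control wells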
RGS4 act = potentiators or activators of RGS4 | AID 463111 | 310,000 tested, 0.92% active | HEK293 M3R/inducible RGS4, carbachol calcium flux Fluo4; stronger effect = lower value | B-score at 10 µM;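 active means B-score of the integrated calcium signal more than 4 SD below the library mean, with starting fluorescence not abnormally high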;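 further: negative B-score means reduced calcium response which marks RGS4 activation or potentiation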
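Material: Inducible-RGS4 HEK293 cells carrying M3 receptor; also added: carbachol at ECmax as muscarinic agonist stimulus; incubation: compound preincubation 20 min at room temperature before agonist; signal: Fluo4-AM (2 µM) calcium-flux fluorescence, kinetic read; measure: integrated calcium ratio converted to B score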
GSK3B inh = inhibitors of human GSK3beta kinase | GST-GSK3beta kinase, ADP-Glo luminescence, 60 min; stronger effect = lower value | activity score (negative = inhibition), % at 10 µM | 300,000 tested, 0.038% active;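 active means more than half of replicate wells score below -50%, meaning over 50% inhibition versus plate controls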;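 further: 0% = median DMSO wells and -100% = median GW8510 positive control wells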
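test system = GST-tagged human GSK3beta kinase, cell-free | reagent = 25 µM ATP with peptide substrate | dosing = one dose of 10 µM per compound | schedule = 60 min reaction, RT | detection = luminescent ADP-Glo measurement of ADP formed | control set = DMSO neutral wells and GW8510 at 20 µM as positive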
RGS4 inh = inhibitors of human RGS4 | HEK293 M3R/RGS4 inducible, Fluo-4 calcium flux; stronger effect = higher value; triggered by carbachol at its EC20 | B-score at 10 µM | 310,000 tested, 0.45% active | AID 463165;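 active means B-score, a plate-corrected calcium signal, over three deviations above library mean, with baseline fluorescence within five deviations of library mean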;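 further: RGS4 expression induced by doxycycline in cells with stable M3 receptor; B-score is computed from the integrated fluorescence ratio over baseline after carbachol; higher B-score means a larger calcium signal and so more RGS4 inhibition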
Dyrk1A ADPGlo = blocks rat Dyrk1A kinase activity | Q63470 | inhibition, % at 12.5 µM | 310,000 tested, 0.43% active | ADP-Glo luminescence, NFATc1 peptide; in the data active means inhibition above about 50%;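 further: plate controls were vehicle with enzyme for no effect and no enzyme for full effect; many of its hits are not listed in these tables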
* marks the source's active call; other numbers are inactive results; i = inactive; x = no result given.

SMILES	KCNK3 block	PolyA inhibitor	KCNQ1 act	hERG protect	KCNQ1 block	KCNK9 inh	GSK3A inh	RGS4 act	GSK3B inh	RGS4 inh	Dyrk1A ADPGlo
Cc1ccn2cc(-c3ccc(Br)cc3)nc2c1	i	i	i	-6	i	i	2	i	2	i	1
Cc1cc(O)c(C(=O)/C=C/c2c(F)c(F)c(F)c(F)c2F)c(=O)o1	i	i	i	-23	i	i	-3	i	-4	i	-2
Cc1nc2ccccn2c1P(=Nc1ccccc1)(N(C)C)N(C)C	i	i	i	-7	i	i	-1	i	1	i	-3
O=C(COC(=O)CNS(=O)(=O)c1ccccc1)NC12CC3CC(CC(C3)C1)C2	i	i	i	-22	i	i	-9	i	2	i	8
Cc1cc(C)cc(OCC(=O)OCC(=O)c2ccc3c(c2)NC(=O)CO3)c1	i	i	i	0	i	i	-1	i	0	i	-1
COc1ccc(N(C(=O)CNC(=O)c2ccco2)C(C(=O)NC2CCCCC2)c2cccnc2)cc1 (configuration not stated)	i	i	i	-4	i	i	0	i	2	i	-7
COc1ccc(CN2C(=O)C(Cc3ccccc3)Nc3ncnc(N4CCOCC4)c32)cc1 (configuration not stated)	i	i	i	-7	i	i	-2	i	2	i	-1
CCN(CC)C(=O)COc1ccc(Br)cc1Cl	i	i	i	-11	i	i	0	i	-1	i	-3
COCCNC(=S)N1CCN(c2nc3ccccc3s2)CC1	i	i	i	-8	i	i	0	i	-2	i	8
O=C(NC1CCCCC1)c1cccc(OCc2ccccc2)c1	i	i	i	-11	i	i	0	i	2	i	3
CC(C)(C)n1nc2c(c1NC(=O)c1cc(Cl)ccc1[N+](=O)[O-])CS(=O)(=O)C2	i	i	i	-5	i	i	-1	i	1	i	-4
COc1ccc(-c2cc(C(F)(F)F)n3nc(C(=O)Nc4cc(C)on4)cc3n2)cc1OC	i	x	i	-7	i	i	-1	i	-1	i	-5
O=C(Nc1nccs1)C(c1ccccc1)N1CCCC1 (configuration not stated)	i	i	i	-13	i	i	-2	i	-4	i	x
CC(=O)Nc1ccc(OCC(O)CN2CCN(c3ccc(F)cc3)CC2)cc1 (configuration not stated)	i	i	i	-8	i	i	-2	i	0	i	-4
C/C(=N/NC(=O)c1ccncc1)c1ccc(NC(=O)c2ccc(Cl)cc2Cl)cc1	i	i	i	-8	i	i	-4	i	0	i	-9
Nc1nonc1-n1nnc(C(=O)O)c1-c1cccs1	i	i	i	-1	i	i	11	i	-9	i	1
CN(C(=O)c1ccncc1)c1nnc(-c2cccnc2)s1	i	x	i	-5	i	i	2	i	0	i	-1
O=C(COC(=O)/C=C/c1cccc(C(F)(F)F)c1)NCc1ccc(F)cc1	i	i	i	-6	i	i	-1	i	0	i	3
CC(C)CCN(CCC(C)C)C/C(O)=C(\C#N)c1nc(-c2ccccc2)cs1	i	i	i	-2	i	i	-5	i	2	i	17
COc1cc(CCC(=O)OCC(=O)Nc2ccc(F)c(F)c2)cc(OC)c1OC	i	i	i	1	i	i	-2	i	2	i	-3
CCOC(=O)c1ccc(NC(=S)N(CCCN2CCN(CC)CC2)Cc2ccco2)cc1	i	i	i	-3	i	i	1	i	-1	i	x
O=C(NCc1ccco1)C(=S)N1CCCC1	i	i	i	-2	i	i	-2	i	3	i	x
O=C(COC(=O)c1cc(S(=O)(=O)N2CCCCC2)ccc1N1CCOCC1)NCCc1ccc(F)cc1	i	i	i	-7	i	i	-2	i	1	i	-3
O=C(NC1CCCCCCC1)C1CCC(CNc2c(N3CCCC3)c(=O)c2=O)CC1 (configuration not stated)	i	i	i	-6	i	i	-3	i	1	i	0
Cc1ccc(CNC(=S)Nc2ccc(OC(F)F)cc2C)cc1	i	i	i	-6	i	i	-2	i	-2	i	-1
Cc1cc2[nH]c(=O)c(=O)[nH]c2cc1S(=O)(=O)Nc1cccc(Cl)c1C	i	i	i	-8	i	i	-2	i	1	i	6
Cc1ccc(OCC(=O)Nc2ccc3c(c2)OCO3)c(C)c1	i	i	i	-13	i	i	2	i	2	i	x
COc1ccc(-c2cnc3c(c2)CCC3(C#N)C#N)cc1	i	i	i	-6	i	i	8	i	1	i	-9
O=c1c2cn[nH]c2[nH]c(=S)n1-c1cccc(Cl)c1	i	i	i	-16	i	i	0	i	2	i	-9
Cc1ccc(S(=O)(=O)NCC(c2cccnc2)N(C)C)cc1 (configuration not stated)	i	i	i	-5	i	i	0	i	-1	i	1
Cc1cccc(NC(=O)c2ccc(Cl)c(S(=O)(=O)N3CCCC3)c2)n1	i	i	i	-18	i	i	3	i	-1	i	-6
Cc1nnc(NC(=O)CCSc2ccccc2)s1	i	i	i	-15	i	i	2	i	3	i	-11
Cc1cc(=O)[nH]c(N/N=C/c2c(C)oc3ccccc23)n1	i	i	i	-10	i	i	-1	i	0	i	-1
Cc1ccc(S(=O)(=O)NCC2CCC(C(=O)NCCCN3CCOCC3)CC2)cc1 (configuration not stated)	i	i	i	-6	i	i	-4	i	-2	i	-1
COc1ccc2c(Cl)c(C(=O)NCc3ccco3)sc2c1	i	i	i	-4	i	i	0	i	-1	i	54*
COc1ccc(C2=[N+]([O-])C(C)(C)C(c3ccccc3)=N2)cc1	i	i	i	-10	i	i	8	i	-2	i	1
Cc1cccc(N/C(N)=N/c2nc(C)cc(=O)[nH]2)c1	i	i	i	5.7*	i	i	1	i	0	i	4
N#C/C(=C/c1cn(-c2ccccc2)nc1-c1cccc(OCc2ccc(F)cc2)c1)C(=O)NCCCn1ccnc1	i	i	i	-16	i	i	1	i	1	i	-1
Cn1cc(Br)c(NC(=O)/C=C/C(=O)O)n1	i	i	i	-5	i	i	1	i	1	i	-9
O=c1c(-c2ccc(Br)cc2)coc2c(CN3CCCCC3)c(O)ccc12	i	i	i	-9	i	i	x	i	0	i	1
CCN(CCn1cccn1)Cc1cn[nH]c1-c1ccc(-c2ccccc2)cc1	i	i	i	-17	i	i	0	i	1	i	-1
O=c1cc(CNC2CCCCC2)c2ccccc2[nH]1	i	i	i	-13	i	i	0	i	2	i	-4
O=C(c1cccc(F)c1)N1CCN(Cc2ccco2)CC1	i	i	i	-1	i	i	-3	i	2	i	-2
Cc1nc(Cl)cc(CS(=O)(=O)c2ccc(Cl)cc2)n1	i	i	i	-4	i	i	-2	i	-1	i	-3
CCc1nc(SCC(=O)NC2CC2)c2c(C)c(C)sc2n1	i	i	i	-6	i	i	0	i	-4	i	1
CCOC(=O)Cc1csc(NC(=O)C(C)(C)CC)n1	i	i	i	-10	i	i	0	i	3	i	2
Cc1cc(NC(=O)CSCCc2ccncc2)no1	i	i	i	-8	i	i	0	i	3	i	-2
CC1CCc2c(sc(NC(=O)c3ccc(Cn4cc(Br)cn4)o3)c2C(N)=O)C1 (configuration not stated)	i	i	i	-4	i	i	0	i	0	i	33

Six structures from above, arranged by SMILES length, descending:
SMILES	KCNK3 block	PolyA inhibitor	KCNQ1 act	hERG protect	KCNQ1 block	KCNK9 inh	GSK3A inh	RGS4 act	GSK3B inh	RGS4 inh	Dyrk1A ADPGlo
N#C/C(=C/c1cn(-c2ccccc2)nc1-c1cccc(OCc2ccc(F)cc2)c1)C(=O)NCCCn1ccnc1	i	i	i	-16	i	i	1	i	1	i	-1
CC(C)(C)n1nc2c(c1NC(=O)c1cc(Cl)ccc1[N+](=O)[O-])CS(=O)(=O)C2	i	i	i	-5	i	i	-1	i	1	i	-4
C/C(=N/NC(=O)c1ccncc1)c1ccc(NC(=O)c2ccc(Cl)cc2Cl)cc1	i	i	i	-8	i	i	-4	i	0	i	-9
CC(C)CCN(CCC(C)C)C/C(O)=C(\C#N)c1nc(-c2ccccc2)cs1	i	i	i	-2	i	i	-5	i	2	i	17
COc1ccc(-c2cnc3c(c2)CCC3(C#N)C#N)cc1	i	i	i	-6	i	i	8	i	1	i	-9
Nc1nonc1-n1nnc(C(=O)O)c1-c1cccs1	i	i	i	-1	i	i	11	i	-9	i	1

Following part:
SMILES	KCNK3 block	PolyA inhibitor	KCNQ1 act	hERG protect	KCNQ1 block	KCNK9 inh	GSK3A inh	RGS4 act	GSK3B inh	RGS4 inh	Dyrk1A ADPGlo
CN(Cc1ccc(Cl)c(Cl)c1)C(=O)CN1C(=O)NC2(CCCC2)C1=O	i	i	i	-17	i	i	-2	i	3	i	2
CCCCC(=O)NC(c1ccc(Cl)cc1Cl)c1ccc2cccnc2c1O (configuration not stated)	i	i	i	-7	i	i	-3	i	3	i	2
CC(=O)Nc1ccc(NC(=O)c2ccc(C3SCC(=O)N3CCc3ccccc3)cc2)cc1 (configuration not stated)	i	i	i	-4	i	i	0	i	2	i	7
CCOc1ccccc1C(c1c(O)nc(SC)[nH]c1=O)c1c(O)nc(SC)[nH]c1=O	i	i	i	-6	i	i	8	i	-1	i	x
O=C(CS(=O)(=O)c1ccccc1)Nc1nccs1	i	i	i	-11	i	i	-2	i	0	i	-1
O=c1[nH]c2ccccc2n1Cc1ccccc1	i	i	i	-9	i	i	0	i	3	i	1
CCOc1ccc(Br)cc1S(=O)(=O)Nc1ccc(C(=O)OC(C)C(=O)N(C)c2ccccc2)cc1 (configuration not stated)	i	i	i	-11	i	i	0	i	1	i	-3
CCC(=O)N(CC(=O)Nc1sc(C)c(C)c1C(N)=O)Cc1ccc(F)cc1	i	i	i	-12	i	i	9	i	-1	i	4
COC(=O)CC1C(=O)NCCN1Cc1cn(-c2ccc(C)cc2)nc1-c1cccc(C)c1 (configuration not stated)	i	i	i	-15	i	i	-1	i	-3	i	12
Cc1c(C)c(C)c(S(=O)(=O)N2CCNCC2)c(C)c1C	i	i	i	-3	i	i	1	i	-2	i	0
COC(=O)C1(O)CC(C(C)C)=NN1C(=O)c1ccc(Cl)cc1 (configuration not stated)	i	i	i	-11	i	i	-3	i	3	i	1
OC(Cn1nnc2ccccc21)Cn1c(C(F)(F)F)nc2ccccc21 (configuration not stated)	i	i	i	-5	i	i	1	i	2	i	0
COc1cccc(CNC(=O)c2ccc(OCC(=O)N3CCOCC3)c(OC)c2)c1	i	i	i	-12	i	i	-1	i	3	i	6

Not all compounds are listed; count on the stated rates, not on these rows.
